PKA-R1A act: PKA-R1A complex activation | P00514+P68181 | actives 0.083% (n = 340,000) | PKA-R1A dissociation, Cy5-IP20 fluorescence polarization; scaled: DMSO 0%, 113 µM cGMP 100% | activation, % at 11.4 µM;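 active means percent activation above the mean of all tested compounds plus 3 SD, cut at about 19% in these data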;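 further: higher means more PKAc released from R1A so a rise in polarization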
MITF TRPM1 HTS: MITF TRPM1 promoter activation in melanoma cells; activation, % at 12.5 µM; SK-MEL-5 TRPM1-promoter luciferase, 24 h; % of positive control, neutral wells = 0; actives 0.75% (n = 300,000);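 active means mean activation of at least 80% with every replicate also reaching 80%; inconclusive means mean reaches 80% but some replicate falls short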;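 further: 0% = neutral control wells and 100% = parthenolide positive control wells; values of inactives mirror those of a sister screen read the other way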
SUMO Mot1 rescue: inhibitors of SUMOylation pathway: yeast Mot1-301 growth rescue | actives 1% (n = 320,000) | growth rescue, % at 18.8 µM | AID 2716 | S. cerevisiae Mot1-301 growth rescue, ATP luminescence, 38.5C; percent above DMSO median, 100 means doubled;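 active means every valid replicate shows activation above 250% relative to neutral control wells; inactive means the rest, any valid replicate at or below 250%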;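 further: OY570 slx delta 5 strain wells were the positive control but not used for scaling; some compounds called inactive have numbers as strong as hits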
PKA-R2B activ: activators of human PKA-R2B complex | P22694+P31323 | PKA-R2B holoenzyme dissociation, Cy5-IP20 fluorescence polarization; R2B truncated from residue 108, S112A mutant; 0% DMSO only, 100% 113 µM cGMP | activation, % at 11.4 µM | actives 0.079% (n = 340,000) | AID 504700;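 active means activation above a cutoff set at the mean over all compounds plus 3 SD, cut at about 18% in these data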;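 further: higher means more holoenzyme dissociation and a rise in polarization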
SR-BI uptake up: activators of SR-BI mediated HDL lipid uptake | CHO ldlA[mSR-BI] cells, DiI-HDL uptake fluorescence, 3 h; 100 = double the neutral-control signal | activation, % at 12.5 µM | actives 0.096% (n = 320,000);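 active means mean replicate activation of at least 60% and every replicate at or above 60%; inconclusive means mean or all-replicate condition met, but not both; inactive means mean below 60% and not all replicates reaching 60%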;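 further: 0% = median plate neutral-control signal and 100% = twice that signal; values of inactives mirror those of a sister screen read the other way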
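Assay system: CHO ldlA[mSR-BI] cells, LDL receptor-null, SR-BI overexpressing; medium: Ham's F12 with 0.5% BSA, HEPES 25 mM, pH 7.4; also added: DiI-HDL 10 µg/mL; timing: 3 h uptake period with compound, 37 °C; signal: DiI fluorescence, bottom read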
NSD2 HMT inh: inhibitors of human histone methyltransferase NSD2 | O96028 | actives 0.54% (n = 310,000) | inhibition, % at 12.5 µM | NSD2 peptide methylation, AlphaScreen, 120 min; in the data active means inhibition above about 50%
DSG3 Ab inh: blocks pemphigus antibody binding to human desmoglein-3; P32926; DSG3-coupled beads, scFv-anti-DSG3-GFP binding, flow cytometry; hits give low values; binding (percent of control), % at 10 µM; actives 0.48% (n = 310,000); AID 588358;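 active means binding more than 3 SD below its plate's average and above zero; inconclusive means below that plate limit but binding exactly zero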;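 further: hits lower antibody fragment binding to DSG3; some compounds called inactive have numbers as strong as hits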
SR-BI DiI inh: blocks mouse SR-BI lipid uptake from DiI-HDL; Q61009; ldlA[mSR-BI] CHO cells, DiI-HDL uptake fluorescence, 3 h; inhibition, % at 12.5 µM; actives 0.96% (n = 320,000); AID 488896;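 active means mean replicate inhibition of at least 70% and a set share of replicates each scoring 70 or more; inconclusive means meets just one of the two criteria; inactive means fails both criteria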;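 further: 0% = median of neutral control wells and 100% = median of positive control wells; values of inactives mirror those of a sister screen read the other way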
CDK5 p35 inh: inhibitors of human CDK5/p35 kinase. Q00535+Q15078. Recombinant CDK5/p35, ADP-Glo luminescence, 60 min. inhibition, % at 10 µM. actives 0.01% (n = 330,000);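 active means highest replicate inhibition of at least 50% and at least 75% of replicates reaching 50%; inconclusive means only one of the two criteria met; inactive means both criteria failed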;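 further: plate controls were DMSO neutral control for no effect and GW8510 at 10 µM for full effect; many of its hits are not listed in these tables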
Target sequence (Q00535 whole entry, looked up): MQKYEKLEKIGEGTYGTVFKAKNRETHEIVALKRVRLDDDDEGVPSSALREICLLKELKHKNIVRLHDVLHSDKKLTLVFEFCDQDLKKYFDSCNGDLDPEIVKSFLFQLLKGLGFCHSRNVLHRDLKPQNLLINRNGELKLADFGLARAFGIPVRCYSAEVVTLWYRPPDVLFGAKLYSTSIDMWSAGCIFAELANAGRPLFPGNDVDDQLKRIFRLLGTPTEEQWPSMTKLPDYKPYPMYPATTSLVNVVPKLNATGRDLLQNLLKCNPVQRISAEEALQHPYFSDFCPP
Target sequence (Q15078 whole entry, looked up): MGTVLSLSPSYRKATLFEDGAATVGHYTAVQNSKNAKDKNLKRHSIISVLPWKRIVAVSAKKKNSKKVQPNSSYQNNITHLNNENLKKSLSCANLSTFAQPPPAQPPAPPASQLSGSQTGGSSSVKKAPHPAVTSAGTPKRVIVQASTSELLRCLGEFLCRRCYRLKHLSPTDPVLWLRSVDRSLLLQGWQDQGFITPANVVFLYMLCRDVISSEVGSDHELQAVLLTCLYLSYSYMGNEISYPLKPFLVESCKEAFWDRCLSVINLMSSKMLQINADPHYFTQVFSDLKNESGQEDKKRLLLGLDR
dFosB act: activators of mouse delta FosB homodimer; P13346; purified delta FosB, TAMRA-CDK5 oligo fluorescence polarization; percent of positive-control signal above neutral wells; activation, % at 25 µM; actives 0.99% (n = 340,000); AID 493131;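 active means mean activation above about 17%, with every replicate also reaching it, limit read from the data, passing the limit was not always enough; inconclusive means only one of the two conditions met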;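 further: fluorescence polarization rise as delta FosB binds a TAMRA Cdk5 AP-1 oligo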
Target sequence (P13346 whole entry, looked up): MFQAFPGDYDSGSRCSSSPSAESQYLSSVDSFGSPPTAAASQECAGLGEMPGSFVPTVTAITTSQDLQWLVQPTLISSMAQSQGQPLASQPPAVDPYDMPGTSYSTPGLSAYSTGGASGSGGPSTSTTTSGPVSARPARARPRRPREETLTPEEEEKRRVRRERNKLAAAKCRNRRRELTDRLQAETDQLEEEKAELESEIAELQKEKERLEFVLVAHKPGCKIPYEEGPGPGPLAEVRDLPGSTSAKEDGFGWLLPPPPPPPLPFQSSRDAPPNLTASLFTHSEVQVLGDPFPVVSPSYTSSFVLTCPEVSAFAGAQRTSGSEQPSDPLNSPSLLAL
Arr AP2 block: human beta-arrestin and AP2 interaction inhibition; FITC-arrestin peptide / GST-AP2 beads, flow cytometry; AP2 beta2 appendage carries R879A mutation; inhibition, % at 10 µM; actives 0.31% (n = 340,000);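 active means inhibition above a set limit, near 3 SD of compounds lacking own fluorescence, cut at about 54% in these data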;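 further: plate controls were DMSO wells for no effect and 5 µM unlabelled arrestin peptide for full effect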
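System: GST-tagged AP2 beta2-adaptin appendage (R879A) on 4 µm glutathione beads / Reagent: FITC-arrestin peptide, 50 nM / Detection: HyperCyt-sampled flow cytometry, FL1 channel, ex 488/em 535 nm / Timing: 12 min plus 1 h, RT / Buffer or medium: PBS plus Tween 20 (0.05%) and BSA (0.1%)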
The depositor's hits bear a star; ? = inconclusive; · = not tested or not shown. Outcome played no part in choosing rows. Share with any hit: about 4.7%.

SUMO Mot1 rescue	DSG3 Ab inh	PKA-R2B activ	PKA-R1A act	Arr AP2 block	NSD2 HMT inh	MITF TRPM1 HTS	SR-BI DiI inh	dFosB act	SR-BI uptake up	CDK5 p35 inh	SMILES
5	·	8	-2	23	2	2	2	-2	-2	0.0	COc1ccc(S(=O)(=O)N(C)CC(=O)NCCCN2CCOCC2)cc1Cl
4	99	-1	-3	-6	·	-6	-8	-4	8	-2.2	COc1cc(C2=Nc3c(c(C)nn3-c3ccccc3)P(=O)(N3CCOCC3)O2)cc(OC)c1OC (configuration not stated)
·	85	-12	-1	14	·	48	45	-2	-45	-0.4	O=[N+]([O-])c1cccc(C=NN=Cc2ccccc2O)c1
10	98	-6	-8	25	·	-3	-15	0	15	-0.1	CC(=O)NC(CCS(C)(=O)=O)C(=O)Nc1cccc(C)c1 (configuration not stated)
-23	·	2	-1	-7	-2	-6	4	-9	-4	0.9	CCOc1ccccc1N1CCN(CC(=O)N(C2CCCC2)C2CCS(=O)(=O)C2)CC1 (configuration not stated)
71	·	-1	5	-15	-8	-12	·	-14	·	-0.2	COc1ccc(-n2c(SCC(=O)NCC3CCCO3)nc3c([nH]c4ccccc43)c2=O)cc1 (configuration not stated)
453	100	10	-13	0	-3	-1	0	0	0	-0.7	Cc1ccc(C)c(-c2ccc(=O)n(Cc3cccc(Br)c3)n2)c1
-3	105	-15	-2	17	-10	9	32	3	-32	0.7	COc1ccc(-c2csc(NC(=O)CN3C(=O)NC4(CCCC4)C3=O)n2)c(OC)c1
-15	105	-13	-1	-6	·	-38	-27	-5	27	-0.6	Oc1cc(Nc2cccnc2)cc2cccnc12
-6	102	3	0	6	-11	5	-11	-1	11	2.2	CC12CN3CC(C)(CN(C1)C3c1ccc(F)cc1)C2 (configuration not stated)
-9	105	0	1	2	-4	14	-27	-8	27	1.3	COc1ccc(-c2nc(N)n(C(C)=O)n2)cc1
-21	107	-12	-1	-11	0	42	-5	3	5	-1.6	Cc1ccc(N2C(=O)[C@@H]3Cc4ccccc4CN3C2=O)cc1
-16	102	-4	-13	20	0	-2	·	-7	·	-3.3	COc1ccc(-c2ccc(=O)n(Cc3ccc([N+](=O)[O-])cc3)n2)cc1
4	·	3	-7	1	-1	-1	60	-13	-60	-0.5	CCOc1ccccc1N(CC(=O)N/N=C/c1cc(Br)ccc1OC)S(C)(=O)=O
6	103	1	-2	7	3	-7	-8	-1	8	-2.4	O=C(Cn1nnc(-c2ccc(Cl)cc2)n1)NCC1CCCCC1
-8	·	-4	-5	-23	-6	-14	-7	-5	7	-0.2	COc1ccc(NC(=O)N[C@@H](Cc2ccccc2)C(=O)NN)cc1
3	100	-7	0	6	·	6	-17	3	17	0.4	CCOC(=O)C(CC)n1nc(C)n2c(cc3sccc32)c1=O (configuration not stated)
-6	96	-18	-2	0	-2	4	0	7	0	2.3	CCOC(=O)C1CCCN(Cc2c(F)cccc2Cl)C1 (configuration not stated)
1	115	5	5	21	2	-5	-4	-4	4	1.0	CC(=O)c1ccc(OCc2ccc(C(=O)c3ccccc3)cc2)cc1
25	111	0	-1	4	0	9	·	-1	·	-1.3	COC(=O)CCC(=O)N1CCCC(C(=O)c2cc(F)ccc2F)C1 (configuration not stated)
-15	102	1	-3	28	3	-2	-10	-1	10	-1.5	COC1CCN(C(=O)c2ccc(OC3CCN(CCc4ccccc4)CC3)cc2)CC1
-5	99	8	6	-8	5	4	45	-11	-45	-0.5	Cc1ccc(-c2nnc(-c3ccccc3)c(N3CCOCC3)n2)cc1
-6	114	-16	-14	-4	29	5	-2	-6	2	0.7	CN(C)S(=O)(=O)N1CCN(CC(=O)Nc2ccc(F)cc2)CC1
-13	98	4	10	1	-8	-1	-12	-8	12	-1.3	CC(C)CCN(C(=S)Nc1cccc(F)c1)C(C)c1cccs1 (configuration not stated)
-13	96	1	-5	-5	-2	3	11	-16	-11	-0.7	COc1ccc(CO/N=C/c2c(C)[nH]c(=O)[nH]c2=O)cc1
5	100	-3	-4	15	1	-6	15	-5	-15	-0.1	Cc1ccc(S(=O)(=O)NCCC(=O)N2CCCCCCC2)cc1
-6	97	-2	-2	29	0	·	0	-9	0	0.8	O=c1c2ccccc2nc2n1C(CSCc1cccc(C(F)(F)F)c1)CS2 (configuration not stated)
18	100	1	-16	-1	-1	5	-21	-11	21	1.2	COc1cccc(CN(Cc2ccco2)C(c2ccc(F)cc2)c2nnnn2C(C)(C)C)c1 (configuration not stated)
-5	105	-3	-12	2	-1	0	-13	-6	13	0.6	CCOC(=O)C(NCCCO)c1ccccc1 (configuration not stated)
-1	96	-16	1	-2	33	?	22	-2	-22	0.5	O=C(Nc1ccc(N2CCCCCC2)cc1)c1ccc[nH]1
-9	97	-4	-8	-3	6	-18	·	-8	·	-2.0	COc1ccc(-n2c(CN3CCC(C)CC3)nc3ccc([N+](=O)[O-])cc3c2=O)c(OC)c1
6	102	-4	-5	-2	-1	-4	-14	-8	15	-0.2	COC(=O)c1ccc2c(=O)n(CCN3CCOCC3)c(SCC(=O)Nc3ccccc3Cl)nc2c1
0	99	-11	2	7	1	-7	12	1	-12	-1.1	O=C(COC(=O)c1ccccc1Sc1ccc(C(F)(F)F)cc1[N+](=O)[O-])NC(=O)NC1CCCC1
-6	125	-2	-16	-1	-2	32	-22	-1	22	0.8	O=C(/C=N/NC(=O)c1ccccc1Br)c1ccccc1
15	100	-10	-10	-1	-12	18	57	-8	-57	0.6	Cc1ccc(NC(=O)CCc2c(C)nn(-c3ccc(N4CCOCC4)nn3)c2C)cc1
-11	112	7	3	29	1	-8	7	-2	-7	0.0	CC(NC(=O)Nc1cccc(F)c1)c1ccc2c(c1)OCO2 (configuration not stated)
-1	109	-1	-2	-9	-2	3	-9	-1	9	0.3	O=C(NC1CCCC1)c1c(O)nc2sccn2c1=O
166	·	-3	1	7	-2	20	-14	-3	14	-1.5	NC(=O)c1ccc(-c2ccccc2F)cc1
5	116	2	3	26	-5	·	-19	8	19	0.8	COc1ccc(OCC(=O)OC(C)CN2CCCCC2)cc1 (configuration not stated)
-6	110	0	-4	4	1	20	-16	-3	16	-0.7	CCS(=O)(=O)N1Cc2ccccc2CC1C(=O)Nc1nc(C)cs1 (configuration not stated)
8	99	-19	-3	16	2	4	-6	4	6	-1.0	CCOC(=O)C1CCCN(C(=O)c2cc(S(=O)(=O)N(C)C)ccc2N2CCCC2)C1 (configuration not stated)
-5	103	-10	-19	-7	·	-7	-2	-7	2	1.0	O=C(CC1C[C@H](C(=O)N2CCOCC2)[C@@]2(CCC3CCCC3)c3[nH]c4ccccc4c3CCN2C1=O)NCCCn1ccnc1 (some centres not stated)
101	98	2	4	6	4	24	0	-5	0	-0.1	O=C(NCc1ccccn1)c1ccc2nc(C3CCCCC3)oc2c1
·	·	-12	-4	-17	0	44	3	2	-3	-0.2	Cc1coc(C)c1C(=O)Nc1ccc2ccccc2c1
-4	96	-10	0	-6	2	·	-31	2	31	1.1	CCCOc1ccc(C(=O)NNC(=S)NC(=O)CC)cc1
254	·	-10	-10	25	1	-7	-25	-5	25	-7.5	COc1cc(NS(=O)(=O)c2ccc(NC(=O)COc3cccc(C)c3)cc2)nc(OC)n1
17	82	11	2	1	-2	-16	6	-8	-6	-0.4	COc1ccccc1Nc1cc(N2CCOCC2)c2nonc2c1[N+](=O)[O-]
-4	119	-1	-8	25	-2	-9	24	-15	-24	1.5	CCOC(=O)c1c2n(c3c(NCc4ccccc4)ncnc13)CCCC2
9	99	-11	-2	9	1	-11	-21	-4	21	-4.2	O=C(c1ccc(Cn2cc([N+](=O)[O-])cn2)o1)N1CCCCCC1
-21	83	-5	-5	10	1	-5	?	-3	-72	-0.2	O=c1cc(N2CCCCC2)c(-c2ccccc2)nn1Cc1cccc(F)c1
216	114	-10	17	-8	-2	-8	16	-1	-16	-0.5	COc1cc(/C=C/C(=O)OCC(=O)Nc2ccc(C)c(S(=O)(=O)N3CCCCC3)c2)ccc1O
14	98	0	1	-4	6	3	-3	-6	3	-3.6	CC(=O)Nc1ccc(S(=O)(=O)Nc2nc3ccc([N+](=O)[O-])cc3s2)cc1
-26	·	3	-17	-2	·	32	37	4	-37	-0.4	COC(=O)c1ccc(/C=C/c2c(-c3ccsc3)oc3ccc(N4CCOCC4)cc23)cc1
·	91	1	11	19	-5	-4	-26	12	26	0.4	CN(C)c1ncnc2c1ncn2CCn1cnc2c(N(C)C)ncnc21
-6	82	1	8	-4	1	-3	-15	6	15	-0.9	COc1ccc2[nH]c(O)c(N=O)c2c1
-20	78	9	-2	-10	1	5	-5	-10	5	1.4	CCc1ccc(NC(=O)CCc2nnc3ccc(N4CCCC4)nn23)cc1

Continued:
SUMO Mot1 rescue	DSG3 Ab inh	PKA-R2B activ	PKA-R1A act	Arr AP2 block	NSD2 HMT inh	MITF TRPM1 HTS	SR-BI DiI inh	dFosB act	SR-BI uptake up	CDK5 p35 inh	SMILES
-1	85	-6	-7	6	1	-16	-4	-1	4	1.1	O=C1CCCC(O)=C1N=Nc1ccc(S(=O)(=O)N2CCOCC2)cc1
-17	·	1	3	21	2	-3	-6	-2	6	0.8	CC(C)Sc1oc(-c2ccco2)nc1S(=O)(=O)c1ccc(F)cc1
4	102	-4	1	-5	6	-7	49	-5	-49	0.0	CCOC(=O)c1c(C)[nH]c(C)c1C(=O)COC(=O)c1ccc(Cl)c(S(=O)(=O)NCc2ccccc2)c1
-5	107	5	-9	14	15	1	-10	2	10	0.9	CCN(CC)CCNc1nc(C(F)(F)F)nc2c1nnn2Cc1ccccc1
-3	99	0	-7	52	7	19	-14	2	14	-0.2	C#CCSc1nc2sc3c(c2c(=O)n1C)CCC3
-11	102	2	-5	-1	-10	·	·	-16	·	-1.7	COc1ccc(Cl)cc1S(=O)(=O)N1CCN(C(=O)COc2ccccc2)CC1
10	102	2	5	-7	-1	·	-7	-2	7	-0.8	O=C(O)Cc1ccccc1C(=O)O
